Assay outcomes: PubChem BioAssay, National Center for Advancing Translational Sciences (NCATS)
HCMV inh – qHTS Assay for inhibitors of the human cytomegalovirus (HCMV); hit rate 4.5% among 410,000; activity change, negative = inhibition, % at 57.5 µM; HFF cells, HCMV-luciferase reporter, 72 h; stronger effect = lower value; in the data active = activity change below about -60%; inconclusive = no clear call, values can overlap the other calls; inactive = above about -39%
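Cell-based, HFFs, 1000 cells/well, 16 h 37C; cpds in DMSO + HCMV-luc, MOI 1 PFU/cell; 72 h 37C; OneGlo luminescence after 5 min RT; norm. to buffer vs Salinomycin 10uM.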
AmpC inh detg – qHTS Inhibitors of AmpC Beta-Lactamase (assay with detergent) | P00811 | AmpC hydrolysis of nitrocefin, absorbance 480 nm, 0.01% Triton | Potency, µM (series often up to 114 µM), without a hit: at the highest dose activity change, negative = inhibition, usual class: inhibitors | hit rate 0.041% among 370,000 | AID 485294, 2010;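 note: potency is the fitted concentration of half-maximal effect; 0% = no-compound wells and -100% = no-enzyme wells; nearly all actives have a fitted effect of over 25% in size; some results filed as inactive show a strong effect at the top dose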
Target sequence (P00811 whole entry, looked up): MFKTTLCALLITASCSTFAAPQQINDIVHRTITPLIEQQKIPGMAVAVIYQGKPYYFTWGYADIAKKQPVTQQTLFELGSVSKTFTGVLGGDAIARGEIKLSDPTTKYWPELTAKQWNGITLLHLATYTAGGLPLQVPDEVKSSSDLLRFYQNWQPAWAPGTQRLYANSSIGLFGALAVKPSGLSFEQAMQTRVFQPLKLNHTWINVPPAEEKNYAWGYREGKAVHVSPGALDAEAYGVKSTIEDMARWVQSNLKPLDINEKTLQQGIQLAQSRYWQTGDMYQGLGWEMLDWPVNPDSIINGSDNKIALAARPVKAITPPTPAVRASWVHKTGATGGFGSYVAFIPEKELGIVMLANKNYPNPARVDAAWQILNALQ
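AmpC (5.3 nM in the dispensed reagent) in 20 mM phosphate pH 7.0 with 0.01% (detergent screen) or 0.0001% Triton X-100 was preincubated with compounds for 15 min at room temperature. Nitrocefin was then added from an 800 uM solution, and hydrolysis was followed at 480 nm.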
Giardia FBPA inh – qHTS Assay for Inhibitors of Fructose-1,6-bisphosphate Aldolase from Giardia Lamblia; A8B2U2; purified Giardia FBPA; Potency, µM (series often up to 59.6 µM), for inactives: at the highest dose activity, negative = inhibition, actives largely listed as inhibitors; hit rate 0.71% among 290,000; AID 2451, 2010; note: potency is the fitted concentration of half-maximal effect; nearly all actives have a fitted effect of over 55% in size
Target sequence (A8B2U2 whole entry, looked up): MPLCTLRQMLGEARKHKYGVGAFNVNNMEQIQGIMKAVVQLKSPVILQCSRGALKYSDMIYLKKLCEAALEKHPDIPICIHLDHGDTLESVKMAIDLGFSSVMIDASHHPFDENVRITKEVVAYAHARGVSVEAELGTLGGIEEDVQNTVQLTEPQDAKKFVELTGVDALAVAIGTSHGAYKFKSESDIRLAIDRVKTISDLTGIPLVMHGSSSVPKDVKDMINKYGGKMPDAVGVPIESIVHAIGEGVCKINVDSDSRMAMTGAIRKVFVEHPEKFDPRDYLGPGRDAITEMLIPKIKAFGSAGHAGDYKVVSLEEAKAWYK
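Giardia FBPA (40 nM reagent) was preincubated 10 min at RT with compound (up to 57.5 uM final), then substrate plus GAPDH/TPI/NAD/arsenate coupling system with diaphorase/resazurin was added; resorufin fluorescence (525/598 nm) was read after 20 min.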
Sm TGR inh – qHTS Assay for the Inhibitors of Schistosoma Mansoni Peroxiredoxins; purified TGR, DTNB reduction, TNB absorbance 405 nm; hit rate 3% among 360,000; AID 485364, 2010; Potency, µM (top dose mostly 114 µM), without a hit: at the top dose activity change, negative = inhibition, most hits filed as inhibitors; Schistosoma mansoni thioredoxin glutathione reductase (TGR), Q962Y6; note: potency is the fitted concentration of half-maximal effect; nearly all actives have a fitted effect of over 60% in size
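Kinetic colorimetric format: TGR-catalysed, NADPH-driven DTNB reduction monitored via TNB absorbance. Enzyme dispensed at 20 nM; compound exposure 15 min at room temperature before reaction start.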
AMA1 RON2 block – qHTS for Inhibitors of AMA1-RON; Towards Development of Antimalarial Drug Lead: Primary Screen; Plasmodium falciparum AMA1 (3D7) - RON2 peptide interaction; AlphaScreen AMA1-biotinylated RON2 peptide binding; Potency, µM (highest dose often 58.2 µM), for the others: top-dose activity change, negative = inhibition, hits mostly inhibitors; hit rate 0.2% among 360,000; AID 720542, 2013;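 note: potency is the fitted concentration of half-maximal effect; 0% = vehicle wells and -100% = peptide control; nearly all actives have a fitted effect of over 45% in size; some results filed as inactive show a strong effect at the top dose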
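AMA1 (3D7) with his tag at 25 nM final met compounds first, then biotinylated RON2 peptide at 25 nM; detection used donor plus acceptor beads, 10 µg/mL apiece, read by AlphaScreen after 30 min at room temperature.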
AmpC no deterg – qHTS Inhibitors of AmpC Beta-Lactamase (assay without detergent) | P00811 | AmpC nitrocefin hydrolysis, absorbance 480 nm, 0.0001% Triton | AID 485341, 2010 | Potency, µM (doses to about 57.1 µM), for inactives: at the highest dose activity change, negative = inhibition, hits mostly inhibitors | hit rate 0.52% among 330,000;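 note: potency is the fitted concentration of half-maximal effect; plate controls were no compound for no effect and no enzyme for full effect; nearly all actives have a fitted effect of over 20% in size; some results filed as inactive show a strong effect at the top dose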
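AmpC (5.3 nM in the dispensed reagent) in 20 mM phosphate pH 7.0 with 0.01% (detergent screen) or 0.0001% Triton X-100 was preincubated with compounds for 15 min at room temperature. Nitrocefin was then added from an 800 uM solution, and hydrolysis was followed at 480 nm.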
An asterisk follows results filed as active; u = inconclusive; x = no result given; [ ] = remark or other dose. Unless noted, calls come from the whole dose curve; as a rule, active = well fitted curve in the direction sought with a large enough effect; inconclusive = small, poorly fitted or top-dose-only effect, or another doubt; inactive = no such curve, though single readings can be large; an effect the other way counts as inactive or inconclusive. Unless noted, % is set by controls: 0 for no effect and ±100 for the full control effect.

[1] CC(=O)c1ccc(Nc2c([N+](=O)[O-])ccc3nonc23)cc1
[2] COc1ccc(S(=O)(=O)N2CCOCC2)cc1NC(=O)c1ccccc1-c1ccc(C(F)(F)F)cc1
[3] Cc1cccc(N2CCN(C(=O)c3cc(=O)[nH]c4ccccc34)CC2)c1C
[4] COC(=O)[C@]1(C)N[C@H](CN(C)C(=O)c2ccc(C(C)(C)C)cc2)[C@@H]2C(=O)N(C)C(=O)[C@@H]21
[5] Cn1c(-[n+]2c(-c3ccccc3)cc(-c3ccccc3)cc2-c2ccccc2)nc2c([N+](=O)[O-])cccc21
[6] CCN(CC)C(=O)c1cc(S(=O)(=O)N2CCCCC2)c[nH]1
[7] Cc1cccc(CNC(=O)c2ccc3nc(-c4ccccc4)c(-c4ccccc4)nc3c2)c1
[8] Cn1ncnc2c(=O)n(C)c(=O)nc1-2
compound no.	1	2	3	4	5	6	7	8
HCMV inh	-7	u	-10	32	-60*	0	2	x
AmpC inh detg	4%	-4%	-13%	x	-5%	-2%	-9%	u
Giardia FBPA inh	0%	2%	1%	x	-3%	-5%	x	0.5µM*
Sm TGR inh	-14%	-10%	4%	x	-6%	9%	4%	-32%
AMA1 RON2 block	-8%	3%	2%	-1%	43%[activator]	5%	x	13%
AmpC no deterg	-16%	-14%	9%	-4%	-24%	-15%	x	-6%

[9] CCOC(=O)c1ccc(-n2c(CCC(=O)O)ccc2-c2ccc(Br)cc2)cc1
[10] O=C(O)CSC1CC(=O)N(c2ccc(Cl)cc2)C1=O (stereo unspecified)
[11] Cc1cc(/C=C2/NC(=O)NC2=O)c(C)n1-c1ccc(C#N)cc1
[12] N#C/C(=C\C=C\c1ccccc1)c1nc(-c2ccc3c(c2)OCO3)cs1
[13] COc1ccc(C(CNC(=O)c2oc3ccc(Br)cc3c2C)N2CCCCC2)cc1 (stereo unspecified)
[14] O=C(COC(=O)c1cc(-c2ccccc2)nc2ccccc12)c1ccc(Br)cc1
[15] COc1ccc(Cl)cc1N1C(=O)C2CCCN2C1c1ccccc1F (stereo unspecified)
[16] CCOC(=O)c1c(C)[nH]c(O)c1C=Nc1ccc(Cl)cc1
compound no.	9	10	11	12	13	14	15	16
HCMV inh	28	35	-33	-9	-33	5	8	-6
AmpC inh detg	11%	-6%	7%	-5%	4%	5%	-8%	0%
Giardia FBPA inh	x	4%	-14%	2%	0%	x	1%	u
Sm TGR inh	20µM*	5%[11.4 µM]	u	-4%	4%	6%	3%	-31%
AMA1 RON2 block	x	10%	-2%	-1%	-2%	x	-5%	-11%
AmpC no deterg	x	-25%	-28%	-22%	-26%	x	6%	-28%

[17] CC1=Nn2c(nc(-c3ccccc3)c2-c2ccccc2)NC(=O)C1Br (stereo unspecified)
[18] O=C(NC1CCCCC1)n1c(=O)oc2ccccc21
[19] CN(Cc1ccccc1)c1nc2c(c(=O)[nH]c(=O)n2C)n1C
[20] COCCN1CCN(C(=O)c2cc(COc3ccc(Cl)cc3OC)on2)CC1
[21] CCOc1ccc(NC(=O)Cn2nc(C(N)=O)c3ccccc3c2=O)cc1S(=O)(=O)N1CCCC1
[22] CCCCOc1ccccc1NC(=O)CSc1nnnn1C(C)(C)C
[23] COc1ccc(-n2ncc3c(SCC(=O)NNC(C)=O)ncnc32)cc1
[24] COc1ccc(-c2nc3ccccc3nc2-c2ccc(OC)cc2)cc1
compound no.	17	18	19	20	21	22	23	24
HCMV inh	1	-20	-24	23	3	-6	4	u
AmpC inh detg	-1%	u	u	4%	-3%	0%	0%	u
Giardia FBPA inh	-24%	-2%	-3%	x	x	-1%	13%	12%
Sm TGR inh	u	-28%	-7%	-32%	-9%	0%	-28%	-11%
AMA1 RON2 block	-5%	15%	2%	-1%	7%	5%	60%[activator]	62%[activator]
AmpC no deterg	0%	-13%	-17%	73%[activator]	-53%	21%	-2%	40%

[25] CCC(COC)NCc1cn(-c2ccc(F)cc2F)nc1-c1ccccc1C (stereo unspecified)
[26] COc1ccccc1CN1CCC(CNS(=O)(=O)c2cc(-c3cc(C)no3)ccc2C)CC1
[27] C=CCOc1ccc(CNc2ccc(NC(=O)CCC)cc2)cc1OCC
[28] CC(Sc1nnc(Cc2ccccc2)o1)C(=O)NC1(C#N)CCCCC1 (stereo unspecified)
[29] CCCCNC(=O)Cn1cnc([N+](=O)[O-])n1
[30] Cc1ccc(S(=O)(=O)Nc2ccccc2F)cc1C(=O)NNC(=O)c1csc(N2CCOCC2)n1
[31] S=c1[nH]nc(-c2cc(-c3ccccc3)n[nH]2)n1/N=C/c1c2ccccc2cc2ccccc12
[32] CC1=NN(c2nc3ccccc3[nH]2)C(=O)/C1=C/N(C)C
compound no.	25	26	27	28	29	30	31	32
HCMV inh	-20	u	-32	0	-14	-37	x	x
AmpC inh detg	1%	4%	-7%	x	7%	0%	u	-1%
Giardia FBPA inh	3%	4%	0%	x	-8%	x	-2%	16µM*
Sm TGR inh	-3%	-12%	-16%	x	x	-1%	-5%	5%
AMA1 RON2 block	6%	-4%	-12%	9%	7%	83%[activator]	27%	42%[activator]
AmpC no deterg	43%	76%[activator]	0%	-20%	-4%	-54%	-36%	-11%

[33] CCN(C[C@H]1N[C@@](Cc2ccccc2)(C(=O)OC)[C@H]2C(=O)N(C)C(=O)[C@@H]12)C(C)=O
[34] CCN(CC)S(=O)(=O)c1ccc(N2CCCC2)c(NC(=O)c2c(-c3ccccc3)noc2C)c1
[35] CCc1cc(C(=O)NNC(=O)CCl)sc1C
[36] CCC(C)NC(=O)C1CCC(CNS(=O)(=O)c2ccc3c(c2)CC(C)N3C(=O)C2CC2)CC1 (stereo unspecified)
[37] CS(=O)(=O)N(CC(=O)N1CCOCC1)c1cc(C(F)(F)F)ccc1Cl
[38] NC(=O)C1CCN(C(=S)c2cccs2)CC1
[39] NC(=O)CC(NC(=O)Cc1cccc2ccccc12)c1ccc(N2CCC(Br)CC2)c([N+](=O)[O-])c1 (stereo unspecified)
[40] Nc1nc(Sc2c([N+](=O)[O-])cc(C(F)(F)F)cc2[N+](=O)[O-])n[nH]1
compound no.	33	34	35	36	37	38	39	40
HCMV inh	-10	-29	-64*	-10	-17	-30	-34	25
AmpC inh detg	x	-4%	4%	-2%	-10%	2%	4%	-1%
Giardia FBPA inh	x	x	0%	x	10%	-2%	-6%	-11%
Sm TGR inh	x	-2%	u	1%	0%	5%	0%	7.9µM*
AMA1 RON2 block	0%	-1%	44%[activator]	-2%	-4%	9%	-2%	-11%
AmpC no deterg	-11%	0%	-13%	101%[activator]	1%	-7%	46%	-15%

[41] CC12CC(NC(=O)N1c1ccc(C(=O)N3CCN(c4ccc(F)cc4)CC3)cc1)c1ccccc1O2 (stereo unspecified)
[42] O=C(CCNC(=O)c1ccccc1Cl)NNC(=O)c1ccccc1O
[43] COc1cccc(Oc2cncnc2-c2ccc(OC)cc2O)c1
[44] C=CCn1c(C)nnc1SCC(=O)Nc1oc(C)c2c(C)n[nH]c(=O)c12
[45] CCN(CC)C(=O)Cn1cc(C=C2C(=O)N(C)C(=O)N(C)C2=O)c2ccccc21
[46] COc1ccc(C(=O)CCC(=O)N2CCN(c3cc(C)ccc3C)CC2)cc1
[47] NC(=O)C1CCN(C(=O)c2ccco2)CC1
[48] Cc1noc(C)c1C(=O)OC(C)C(=O)NC(C)c1ccc(Cl)cc1Cl (stereo unspecified)
compound no.	41	42	43	44	45	46	47	48
HCMV inh	-17	30	22	-15	-10	u	-18	0
AmpC inh detg	-2%	-1%	-11%	0%	-6%	-4%	1%	x
Giardia FBPA inh	4%	x	11%	x	9%	0%	-1%	x
Sm TGR inh	-2%	12%	-21%	-32%	7%	0%	-12%	x
AMA1 RON2 block	0%	32%[activator]	-26%	0%	-2%	10%	8%	0%
AmpC no deterg	207%[activator]	-15%	-4%	0%	-15%	53%	-12%	-2%

Overlap with the part before: three entries; new compounds follow.
[46] COc1ccc(C(=O)CCC(=O)N2CCN(c3cc(C)ccc3C)CC2)cc1
[47] NC(=O)C1CCN(C(=O)c2ccco2)CC1
[48] Cc1noc(C)c1C(=O)OC(C)C(=O)NC(C)c1ccc(Cl)cc1Cl (stereo unspecified)
[49] CCC(=O)NCCNc1nc2cc(C)cc(C)c2cc1C#N
[50] O=S(=O)(Nc1ccc(Cl)cc1)c1cccc2cccnc12
[51] Clc1ccc(CSc2ncccn2)cc1
[52] Cc1ccc(C(=O)OCC(=O)NC2CC2)cc1S(=O)(=O)N1CCOCC1
[53] O=C(NC(Cc1ccccc1)C(=O)O)NC12CC3CC(CC(C3)C1)C2 (stereo unspecified)
[54] CC(C)(C)C(=O)Nc1c(C(=O)N2CCN(c3ccc(F)cc3)CC2)oc2ccccc12
[55] CSC1=C(C#N)C(c2sccc2C)CC(=O)N1 (stereo unspecified)
[56] Cc1c(Cl)cccc1NC(=O)CNC(=O)CCCc1nc2ccccc2c(=O)[nH]1
compound no.	46	47	48	49	50	51	52	53	54	55	56
HCMV inh	u	-18	0	-7	-18	-22	-19	72	-82*	-31	-18
AmpC inh detg	-4%	1%	x	0%	-2%	-5%	-9%	u	-2%	7%	-2%
Giardia FBPA inh	0%	-1%	x	0%	-5%	2%	x	14%	x	-3%	x
Sm TGR inh	0%	-12%	x	3%[57.1 µM]	6%	12%	-11%	10%	0%	x	-12%
AMA1 RON2 block	10%	8%	0%	-3%	10%	-12%	18%	5%	x	0%	-1%
AmpC no deterg	53%	-12%	-2%	6%	-28%	-9%	-3%	-13%	x	-7%	-4%

[57] O=c1c2c3c(sc2nc2sc(C4CC4)nn12)CCCC3
[58] Cc1ccc(O)c(NC(=O)c2cc(-c3ccc(F)cc3)no2)c1
[59] Cc1ccc(C)c(NC(=O)Nn2cnnc2)c1
[60] COc1cc(/C=N/Nc2ccccn2)ccc1O
[61] CC1CCCC(C)N1C(=O)COC(=O)COc1ccc(C#N)cc1 (stereo unspecified)
[62] CC(=O)Nc1cccc(C(=O)Nc2cccc(S(=O)(=O)NCc3ccco3)c2)c1
compound no.	57	58	59	60	61	62
HCMV inh	x	-18	19	94	-6	14
AmpC inh detg	-1%	5%	u	5%	x	-9%
Giardia FBPA inh	0%	x	1%	-3%	x	x
Sm TGR inh	0%	-2%	-3%	-17%	x	-17%
AMA1 RON2 block	-2%	x	4%	23%	-1%	-3%
AmpC no deterg	-23%	x	-18%	-20%	-13%	-37%
